FBW7 activator: human FBW7 E3 ligase activation, primary screen; AlphaScreen FBW7–phospho-cyclin E peptide binding, activator screen; normalized activity (activation), % at 26.1 µM; actives 0.13% (n = 650,000); AID 1259310; in the data active means normalized activity above about 1.9%;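 further: purified mutant Fbw7 with reduced substrate affinity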
MITF primary: blocks human microphthalmia-associated transcription factor; actives 0.91% (n = 650,000); AlphaScreen MITF homodimerization, bead proximity signal; O75030; inhibition, % at 2.6 µM; in the data active means inhibition above about 50%;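 further: 0% = vehicle wells with protein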
Target sequence (O75030 whole entry, looked up): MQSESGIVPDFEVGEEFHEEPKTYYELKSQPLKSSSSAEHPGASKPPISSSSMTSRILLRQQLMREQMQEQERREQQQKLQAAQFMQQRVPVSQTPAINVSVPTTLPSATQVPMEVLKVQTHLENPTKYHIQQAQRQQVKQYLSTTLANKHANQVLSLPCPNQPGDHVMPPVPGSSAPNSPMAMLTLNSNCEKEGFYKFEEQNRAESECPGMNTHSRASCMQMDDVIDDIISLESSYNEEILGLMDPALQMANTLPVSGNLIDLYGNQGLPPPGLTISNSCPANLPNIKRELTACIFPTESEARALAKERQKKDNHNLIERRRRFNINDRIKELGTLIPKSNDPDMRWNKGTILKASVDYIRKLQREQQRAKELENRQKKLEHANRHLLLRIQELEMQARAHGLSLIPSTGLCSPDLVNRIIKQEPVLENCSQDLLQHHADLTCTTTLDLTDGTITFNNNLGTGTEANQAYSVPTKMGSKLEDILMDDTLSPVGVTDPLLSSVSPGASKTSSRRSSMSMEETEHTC
TEAD-YAP inh: TEAD-YAP interaction inhibition; AID 1259422; HEK-TIYL cells, TEAD-Gal4/YAP UAS-luciferase luminescence; actives 1.4% (n = 640,000); inhibition, % at 9.12 µM; in the data active means inhibition above about 32%;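 further: 0% = median of test compound wells and 100% = reference inhibitor wells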
GPR151 ag: activates the human receptor GPR151; PathHunter beta-arrestin GPR151 cells, luminescence; AID 1508602; Q8TDV0; actives 1% (n = 650,000); activation, % at 11.2 µM; in the data active means activation above about 4.9%;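 further: 0% = median of compound wells and 100% = cells with positive control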
Target sequence (Q8TDV0 whole entry, looked up): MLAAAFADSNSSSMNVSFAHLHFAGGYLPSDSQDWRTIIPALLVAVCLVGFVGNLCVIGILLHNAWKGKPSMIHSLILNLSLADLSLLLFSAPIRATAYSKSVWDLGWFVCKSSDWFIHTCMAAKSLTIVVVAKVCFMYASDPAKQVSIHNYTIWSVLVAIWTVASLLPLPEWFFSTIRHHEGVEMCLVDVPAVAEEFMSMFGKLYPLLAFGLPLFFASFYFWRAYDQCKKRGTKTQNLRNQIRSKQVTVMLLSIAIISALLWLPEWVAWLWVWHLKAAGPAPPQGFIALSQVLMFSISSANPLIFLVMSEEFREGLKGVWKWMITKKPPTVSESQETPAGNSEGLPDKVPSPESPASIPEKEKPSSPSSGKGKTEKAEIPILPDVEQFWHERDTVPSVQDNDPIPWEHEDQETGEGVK
Active calls of the source: *.

SMILES | FBW7 activator | MITF primary | TEAD-YAP inh | GPR151 ag
COc1ccc(C(=O)NNC(=O)c2ccc([N+](=O)[O-])cc2Cl)c(OC)c1 | -0.1 | 12 | 4 | 0.3
N#CC1=C(N)N(c2ccccc2C(F)(F)F)C2=C(C(=O)CCC2)C1c1ccccc1 (configuration not stated) | -0.1 | -12 | 4 | 0.0
COc1ccc(/C=N/Nc2nc(-c3ccccc3)c(CC(=O)O)s2)cc1 | -0.1 | 5 | -18 | -1.0
O=C(Nc1ccc(S(=O)(=O)N2CCOCC2)cc1)C1(c2ccccc2)CCCC1 | -0.1 | -1 | -4 | 0.3
O=C(CSc1nnc2c(n1)[nH]c1ccc(F)cc12)NCc1ccc2c(c1)OCO2 | -0.1 | -7 | -15 | -0.7
COCCCNc1nc2c(-c3ccc(C)cc3)nnn2c2ccccc12 | 0.3 | 1 | -26 | -0.4
N#CC1=C(N)OC2=C(C(=O)CCC2)C1c1ccccc1OC(=O)N1CCOCC1 (configuration not stated) | 0.0 | -10 | -8 | 1.9
COc1ccc(Cn2c(=S)[nH]c3cc(C(=O)NCc4cccnc4)ccc3c2=O)cc1 | 0.0 | 3 | -1 | 1.0
COc1cccc(/C=C2\NC(=O)N(Cc3ccc(Cl)cc3)C2=O)c1OC(C)C | -0.1 | -19 | 5 | 0.2
N#CC1=C(N)N(c2sc3c(c2C#N)CCCCC3)C2=C(C(=O)CCC2)C1c1ccc(F)cc1 (configuration not stated) | 0.1 | 9 | -12 | 0.5
c1ccc(OCCNc2cc(-c3csc4ccccc34)ncn2)cc1 | 1.6 | 9 | -9 | 0.0
Cc1ccccc1-c1cnnc(N(C)Cc2nc3ccc(F)cc3[nH]2)n1 | -0.2 | -4 | 0 | -0.3
COc1ccc(S(=O)(=O)N[C@@H](C)C(=O)O)cc1 | 0.3 | 23 | -2 | -1.2
COc1ccc(C(=O)Nc2ccc3oc(-c4cc(Br)ccc4Cl)nc3c2)cc1[N+](=O)[O-] | 0.3 | -3 | -34 | 1.0
O=C(CC1C(=O)NCCN1Cc1cccc(F)c1F)NC1CC1 (configuration not stated) | -0.2 | -2 | -6 | 2.9
CCC(=O)NC(=S)Nc1ccc(N2CCN(C(C)=O)CC2)cc1 | -0.1 | 2 | 4 | -0.3
CCOC(=O)C1=C(c2ccccc2)OC(N)=C(C#N)C1c1cccs1 (configuration not stated) | -0.3 | -8 | 3 | 0.3
O=C(O)c1cc(Nc2nc(N3CCOCC3)nc(N3CCOCC3)n2)ccc1Cl | -0.2 | -7 | 4 | 0.2
COc1ccc(C(C)=O)cc1CSc1nc2ccsc2c(=O)n1Cc1ccccc1Cl | 0.0 | -6 | -6 | -1.0
O=c1[nH]c2ccccc2c(O)c1-c1nc2ccccc2c(=O)[nH]1 | -0.1 | -10 | 0 | 1.4
CC1=C(C(=O)OC(C)C)C(c2cccs2)NC(=S)N1 (configuration not stated) | 0.0 | 1 | 9 | -0.7
CCCCN(c1ccc2cccc(O)c2n1)c1ccc2cccc(O)c2n1 | -0.1 | 15 | 6 | -0.5
O=C(Cc1ccc(N2CCC(NC3CCS(=O)(=O)C3)CC2)cc1)NCc1ccccc1 (configuration not stated) | -0.3 | 5 | 1 | 1.0
COc1ccc(-c2cc(C(F)(F)F)n3nc(-c4ccc(C)cc4)cc3n2)cc1 | 0.0 | 12 | 2 | 0.0
Cc1cc(C(=O)Nc2ccc3oc(-c4ccc(F)cc4)nc3c2)ccc1[N+](=O)[O-] | 0.1 | 1 | 5 | -0.3
CCc1ccc(NC(=O)C(=O)NCC(c2ccc3c(c2)OCO3)N2CCOCC2)cc1 (configuration not stated) | 0.0 | -3 | -6 | 2.2
O=C(NCC(O)c1ccc(Cl)cc1)c1cn(-c2ccncc2)nn1 (configuration not stated) | 0.0 | 19 | -7 | -1.6
O=c1ccc2cc(O)c(O)cc2o1 | -0.3 | 5 | -13 | 0.1
CCOC(=O)c1c(NC(=O)c2cc([N+](=O)[O-])ccc2Cl)sc2c1CCCC2 | 0.0 | 7 | -11 | -2.0
CSc1ccc(CN2CCN(Cc3ccco3)CC2)cc1 | 0.5 | 85* | 1 | -0.1
OCC1CCCN1c1nc2ncnc(NCc3cccnc3)c2[nH]1 (configuration not stated) | -0.1 | 0 | -2 | 0.5
COC(=O)CCC(=O)Oc1ccc(-c2ccccc2)cc1 | -0.3 | -13 | 12 | -1.3
O=C(Cn1ncc2ccccc2c1=O)NNC(=S)Nc1ccc2c(c1)OCO2 | 0.2 | 17 | -1 | -2.6
COC(=O)c1cc([N+](=O)[O-])cc2c1-c1c(cc([N+](=O)[O-])cc1[N+](=O)[O-])/C2=C/c1ccco1 | -0.2 | 4 | 1 | -1.5
CCn1cc(CN2CCOc3ccc(C(O)CC(C)C)cc3C2)c(C)n1 (configuration not stated) | -0.1 | -3 | -21 | 1.5
CC(=O)Nc1ccc(N2CCN(C(=O)c3ccco3)CC2)c(Cl)c1 | 0.2 | -17 | 3 | -0.2
CC(=O)N1C(C(=O)O)CSC1c1cccs1 (configuration not stated) | -0.2 | 4 | -3 | 2.5
CCc1ccccc1NC(=O)C1CCCN1C(=O)NC1CCCCC1 (configuration not stated) | 0.2 | 16 | -1 | 0.5
COc1ccc(S(=O)(=O)N2CCN(Cc3ccc4c(c3)OCO4)CC2)cc1[N+](=O)[O-] | -0.3 | 10 | 3 | -1.0
Cc1cccc(C)c1NC(=O)CSc1ccccc1 | 0.2 | 16 | 5 | 0.5
FC(F)(F)c1cccc(Nc2nc(-c3ccc(C4CCCCC4)cc3)cs2)c1 | 0.0 | -9 | 3 | 1.2
COC(=O)c1sc(-c2ccccc2)cc1NC(=O)CCC(=O)O | -0.1 | 1 | -4 | -0.1
CN(Cc1ccccc1)C(=O)CN(C)S(=O)(=O)c1ccc(Br)cc1 | -0.2 | 1 | -2 | -0.7
COCCOC(=O)c1c(C)oc2ccc(OCC(=O)c3ccccc3)cc12 | 0.5 | -6 | -10 | -1.8
Cc1ccc(OCC(=O)NNC(=O)CCOc2ccccc2)cc1 | -0.1 | 2 | 6 | -0.4
O=C1CC(=O)Nc2cc(S(=O)(=O)Nc3cccc(C(F)(F)F)c3)ccc2N1 | 0.1 | 2 | -9 | 1.4
O=C(NCCc1nnc2n1CCN(Cc1ccc(O)cc1)CC2)C1CCCCC1 | 0.0 | 1 | 2 | 0.9
CCOC(=O)c1c(NC(=O)COc2cccc(C)c2)sc2c1CCC(C)C2 (configuration not stated) | 0.0 | -2 | -5 | 1.2

Two successive compounds from above:
SMILES | FBW7 activator | MITF primary | TEAD-YAP inh | GPR151 ag
O=C(NCCc1nnc2n1CCN(Cc1ccc(O)cc1)CC2)C1CCCCC1 | 0.0 | 1 | 2 | 0.9
CCOC(=O)c1c(NC(=O)COc2cccc(C)c2)sc2c1CCC(C)C2 (configuration not stated) | 0.0 | -2 | -5 | 1.2

(further entries)
SMILES | FBW7 activator | MITF primary | TEAD-YAP inh | GPR151 ag
Cc1ccc(C2C3=C(Nc4ncnn42)c2cc(Cl)ccc2OC3c2ccc(Cl)cc2)cc1 (configuration not stated) | 0.0 | 2 | 5 | 1.4
COc1c([N+](=O)[O-])c(=O)oc2ccc([N+](=O)[O-])cc12 | -0.1 | 7 | -2 | -1.7
COc1cccc(-n2c(=S)sc3c(=O)n(-c4ccccc4C)c(SCC4OCCO4)nc32)c1 | -0.1 | -8 | 0 | -0.3
O=C(COC(=O)c1ccccc1NC(=O)c1ccccc1)c1ccc(Cl)cc1 | 0.1 | 16 | 11 | -1.2
N#Cc1c(SCC(=O)c2ccc(O)c(O)c2)nc2c(c1-c1ccc(OCc3ccccc3)cc1)CCCC2 | -0.1 | -1 | -5 | -0.7
CC1CCCCC1NC(=O)c1ccc(Cl)cc1 (configuration not stated) | 0.1 | 1 | -4 | 3.2
CCN(CC)CCCNCc1c(Cl)cccc1Cl | -0.1 | 45 | -8 | -0.1
COC(=O)Cc1c(C)c2ccc(OC)c(C)c2oc1=O | -0.1 | 1 | -37 | 0.3
Cc1cccc(C)c1NC(=O)CN(Cc1ccc(Br)cc1)S(=O)(=O)c1ccccc1 | -0.2 | -2 | -1 | -1.1
COC(=O)c1c(N)sc2c1CCC(C(C)(C)C)C2 (configuration not stated) | -0.3 | -8 | -6 | 1.5
CCN(CC)C(=O)/C(C#N)=C/c1ccc(-c2ccc([N+](=O)[O-])cc2)o1 | -0.1 | -7 | -31 | -1.3
O=C(NCC1OCCc2ccccc21)C(=O)N1CCCC1 (configuration not stated) | 0.1 | 14 | -3 | -0.3

Copied from above for reference:
SMILES | FBW7 activator | MITF primary | TEAD-YAP inh | GPR151 ag
CCOC(=O)c1c(NC(=O)COc2cccc(C)c2)sc2c1CCC(C)C2 (configuration not stated) | 0.0 | -2 | -5 | 1.2
Cc1ccc(C2C3=C(Nc4ncnn42)c2cc(Cl)ccc2OC3c2ccc(Cl)cc2)cc1 (configuration not stated) | 0.0 | 2 | 5 | 1.4
COc1c([N+](=O)[O-])c(=O)oc2ccc([N+](=O)[O-])cc12 | -0.1 | 7 | -2 | -1.7
COc1cccc(-n2c(=S)sc3c(=O)n(-c4ccccc4C)c(SCC4OCCO4)nc32)c1 | -0.1 | -8 | 0 | -0.3
O=C(COC(=O)c1ccccc1NC(=O)c1ccccc1)c1ccc(Cl)cc1 | 0.1 | 16 | 11 | -1.2
N#Cc1c(SCC(=O)c2ccc(O)c(O)c2)nc2c(c1-c1ccc(OCc3ccccc3)cc1)CCCC2 | -0.1 | -1 | -5 | -0.7
CC1CCCCC1NC(=O)c1ccc(Cl)cc1 (configuration not stated) | 0.1 | 1 | -4 | 3.2
CCN(CC)CCCNCc1c(Cl)cccc1Cl | -0.1 | 45 | -8 | -0.1
COC(=O)Cc1c(C)c2ccc(OC)c(C)c2oc1=O | -0.1 | 1 | -37 | 0.3
Cc1cccc(C)c1NC(=O)CN(Cc1ccc(Br)cc1)S(=O)(=O)c1ccccc1 | -0.2 | -2 | -1 | -1.1
COC(=O)c1c(N)sc2c1CCC(C(C)(C)C)C2 (configuration not stated) | -0.3 | -8 | -6 | 1.5
CCN(CC)C(=O)/C(C#N)=C/c1ccc(-c2ccc([N+](=O)[O-])cc2)o1 | -0.1 | -7 | -31 | -1.3
O=C(NCC1OCCc2ccccc21)C(=O)N1CCCC1 (configuration not stated) | 0.1 | 14 | -3 | -0.3

(cont.)
SMILES | FBW7 activator | MITF primary | TEAD-YAP inh | GPR151 ag
C/C(CC(=O)Nc1ccccn1)=N\NC(=O)c1cccc(C)c1 | -0.1 | 4 | -19 | 0.3
COc1ccccc1Cn1c(=O)c2cccnc2n(CC(=O)Nc2ccc(C)cc2C)c1=O | -0.1 | -2 | 5 | 1.1
CC1=NN(C(=O)COc2ccc(C)c(C)c2)C(O)(c2ccccc2)C1 (configuration not stated) | -0.1 | 4 | 1 | 1.7
COc1ccccc1N1C(=O)c2ccc(C(=O)Nc3ccc(F)cc3)cc2C1=O | 0.0 | -8 | -1 | -0.1
COC(=O)c1cn(CCC#N)nc1-c1ccc(F)cc1 | -0.2 | -20 | -15 | -1.0
CC(=O)Nc1ccc(NC(=O)c2cc(-c3ccncc3)nc3c(C)cc(C)cc23)cc1 | 0.1 | 17 | 6 | 1.3
CCOC(=O)N1CCc2c(sc(NCc3cc(OC)ccc3OC)c2C(=O)Nc2ccc(OC)cc2OC)C1 | 0.1 | 2 | 25 | 0.9
COc1ccc(O)c(/C=N/NC(=O)COc2ccc(C(C)C)cc2)c1 | 0.0 | -9 | -1 | 1.6
Nc1c(C(=O)Nc2ccccc2)sc2nc3c(cc12)CCCC3 | 0.2 | 3 | -9 | 0.6
CCOc1ccccc1NC(=S)N(CCOC)C(C)c1ccco1 (configuration not stated) | 0.1 | 9 | -4 | 0.5
Cc1nonc1CN(C)C(=O)C1CC12CCN(C(=O)c1ccccc1C(F)(F)F)CC2 (configuration not stated) | -0.1 | 4 | -14 | 5.3*
c1ccc(-c2nc3ncnc(NCc4nc5ccccc5[nH]4)c3[nH]2)cc1 | -0.1 | 8 | 8 | 0.7
CSc1ccc(C2C(C(=O)N(C)C)=C(C)Nc3nc4ccccc4n32)cc1 (configuration not stated) | 0.0 | 25 | 3 | 0.1
O=C(NCc1ccccc1)c1nn2cc(Br)cnc2c1Cl | 1.1 | -3 | 2 | 0.1
O=C(c1cccc(F)c1)N1CCN=C1SCc1cccnc1 | 0.1 | 7 | -1 | 1.1
CC(=O)NC12CC3CC(C1)CC(C(=O)OCCCC(=O)Nc1c(C)cc(C)cc1C)(C3)C2 | -0.1 | -5 | 2 | -1.1
CCCCNC(=O)COc1ccc(C)cc1 | -0.1 | 6 | -12 | -1.5
COc1ccc(/C=C(/NC(=O)c2ccc(Cl)cc2)C(=O)Nc2ccc(C)cc2Br)cc1OC | 0.0 | 6 | -1 | 0.4
Cc1ccc(COc2c(Br)cc(-c3nc(-c4ccccc4)c(-c4ccccc4)[nH]3)cc2Br)cc1 | 0.0 | -6 | -6 | 0.4
Cc1sc2ncnc(NCc3ccccc3)c2c1C | 0.0 | 2 | 24 | 1.3
CCOC(=O)c1ccccc1NS(=O)(=O)c1ccc(C)cc1 | -0.1 | 3 | 16 | -0.6
COc1ccc(C2=NN(C(=O)CCC(=O)O)C(c3ccc(F)cc3)C2)cc1OC (configuration not stated) | -0.1 | -5 | -13 | -0.5
N#CC1=C(SCCCCSC2=C(C#N)C3(CCCCC3)C(C#N)C(=O)N2)NC(=O)C(C#N)C12CCCCC2 (configuration not stated) | -0.1 | 2 | -1 | 1.5
Cc1ccc(NC(=O)/C=C\C(=O)O)c(C)c1 | 0.3 | 18 | 2 | 2.0
Cc1cc(N(CC(=O)O)S(C)(=O)=O)ccc1Br | -0.1 | -4 | -2 | 1.3
COC(=O)C1=CN(Cc2ccc(OC)cc2)C=C(C(=O)OC)C1c1cccc(O)c1 | 0.1 | -2 | -4 | 1.7
CC12CCC(C(=O)N(c3nc4c(s3)CCCC4)C1=O)C2(C)C (configuration not stated) | 0.0 | 3 | 4 | -0.2
O=C(O)c1nccnc1C(=O)Nc1cccc(Oc2ccccc2)c1 | 0.2 | 5 | -6 | -2.0
